DAGLB inhibitor: diacylglycerol lipase beta (human) inhibition; inhibition, % at 5.17 µM; HEK293T DAGLB membrane lysate, EnzChek fluorogenic substrate; 0.059% of 340,000 active; Q8NCG7; in the data active means inhibition above about 34%;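 further: 0% = enzyme with vehicle and 100% = wells lacking enzyme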
Target sequence (Q8NCG7 whole entry, looked up): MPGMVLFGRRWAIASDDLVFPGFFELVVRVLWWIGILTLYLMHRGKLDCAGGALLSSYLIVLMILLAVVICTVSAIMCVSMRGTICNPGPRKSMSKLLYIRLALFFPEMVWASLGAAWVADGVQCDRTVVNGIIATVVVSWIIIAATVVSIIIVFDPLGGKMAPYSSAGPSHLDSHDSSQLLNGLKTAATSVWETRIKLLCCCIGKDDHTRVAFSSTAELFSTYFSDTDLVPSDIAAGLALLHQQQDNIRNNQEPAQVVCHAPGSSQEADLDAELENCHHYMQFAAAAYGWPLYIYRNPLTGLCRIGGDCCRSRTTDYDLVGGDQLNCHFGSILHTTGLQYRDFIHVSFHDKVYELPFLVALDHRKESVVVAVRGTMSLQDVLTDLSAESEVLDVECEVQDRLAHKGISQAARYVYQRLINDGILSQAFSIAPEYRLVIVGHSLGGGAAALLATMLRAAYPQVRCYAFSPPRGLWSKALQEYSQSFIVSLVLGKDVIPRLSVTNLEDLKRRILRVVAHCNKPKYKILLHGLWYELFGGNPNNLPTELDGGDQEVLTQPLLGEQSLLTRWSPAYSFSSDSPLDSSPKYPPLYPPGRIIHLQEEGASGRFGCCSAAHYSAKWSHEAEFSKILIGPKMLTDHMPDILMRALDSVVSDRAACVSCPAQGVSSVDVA
Tat transport: E. coli Tat transport inhibition; E. coli MC4100 TorA-mCherry Tat export, fluorescence; inhibition, % at 10 µM; 0.036% of 340,000 active; AID 488895;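 active means mean replicate inhibition at least 50% and at least half of replicates individually reaching 50%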;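 further: exported cargo escapes ClpAP degradation while cytoplasmic cargo is degraded and loses fluorescence; 0% = median of neutral control wells and 100% = median of NaSCN control wells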
PfHsp90 set2: growth inhibition of yeast expressing Plasmodium Hsp90 | S. cerevisiae expressing PfHsp90, BacTiter-Glo ATP, 48 h; yeast lacking PDR1 and PDR3 efflux regulators | inhibition, % at 9.4 µM | 0.32% of 310,000 active | AID 504621;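 active means every replicate shows inhibition above about 80%, whatever the replicate mean, limit read from the data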;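 further: 0% = DMSO neutral controls and 100% = 20 µM radicicol positive controls; yeast relying on Plasmodium falciparum Hsp90 in place of its own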
phage Ecoli inh: E. coli growth loss with phage present | growth absorbance | inhibition, % at 11.9 µM | 0.26% of 360,000 active | AID 651602; in the data active means inhibition above about 11%
Wnt act: activators of Wnt/beta-catenin signaling; activation, % at 9.35 µM; 1.2% of 300,000 active; Wnt/beta-catenin reporter cell assay, activator, plate reader; AID 743398; in the data active means activation above about 30%, passing the limit was not always enough;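 further: 0% = neutral control wells and 100% = positive control wells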
PvdQ acylase: blocks Pseudomonas aeruginosa PvdQ acylase activity | purified PvdQ acylase, fluorescence plate reader | inhibition, % at 10 µM | 0.063% of 340,000 active; in the data active means inhibition above about 30%, passing the limit was not always enough;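 further: 0% = vehicle neutral wells and 100% = reference inhibitor wells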
E coli growth: bacterial growth inhibition, counter-screen for AddAB inhibitors | E. coli V3065 growth, OD600 absorbance, 18 h | inhibition, % at 11.9 µM | 0.27% of 330,000 active;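 active means inhibition above the campaign's mean inhibition across all tested compounds plus 3 SD, cut at about 9.9% in these data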;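 further: uninfected addAB+ strain grown without phage in ampicillin broth; 0% = DMSO wells and 100% = ciprofloxacin 0.95 µg/ml wells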
AddAB inh: less growth of phage-infected E. coli with AddAB | E. coli expressing H. pylori AddAB, absorbance growth | inhibition, % at 11.9 µM | 0.29% of 330,000 active; in the data active means inhibition above about 12%;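 further: 0% = vehicle wells of infected cells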
Rtt109 HAT inh: C. albicans Rtt109 histone acetyltransferase inhibition. Q5AAJ8. purified Rtt109/Vps75, ThioGlo CoA-SH fluorescence, 4 h. inhibition, % at 34.9 µM. 0.16% of 330,000 active;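 active means inhibition of at least 50% in every replicate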
Target sequence (Q5AAJ8 whole entry, looked up): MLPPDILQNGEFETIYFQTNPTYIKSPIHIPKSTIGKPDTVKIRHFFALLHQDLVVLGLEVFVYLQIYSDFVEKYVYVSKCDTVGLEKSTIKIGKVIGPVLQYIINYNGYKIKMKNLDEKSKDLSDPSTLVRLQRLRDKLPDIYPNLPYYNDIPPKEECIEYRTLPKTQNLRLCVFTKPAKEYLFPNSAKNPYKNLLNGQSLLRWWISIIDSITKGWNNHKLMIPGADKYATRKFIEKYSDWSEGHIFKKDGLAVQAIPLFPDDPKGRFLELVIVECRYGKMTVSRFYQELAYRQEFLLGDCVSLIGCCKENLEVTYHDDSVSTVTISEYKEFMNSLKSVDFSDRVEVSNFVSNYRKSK
CAL PDZ FP: inhibitors of human CAL PDZ peptide binding. AID 504414. purified CAL PDZ, TMR-peptide fluorescence polarization, 1 h. 0.02% of 330,000 active. inhibition, % at 20 µM;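 active means highest replicate inhibition of at least 40%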;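 further: plate controls were DMSO neutral control wells for no effect and unlabeled competitor peptide control wells for full effect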
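System: purified tagged CAL PDZ domain construct (CerCALP). Schedule: 1 h incubation at room temperature before polarization reading. Medium: 25 mM sodium phosphate pH 7.4, 150 mM NaCl, TCEP, IgG, Thesit. Read-out: percent inhibition from loss of millipolarization. Measured by: FP readout, S and P plane fluorescence. Probe or stimulus: fluorescent TMR peptide probe.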
An asterisk follows results filed as active; . = not tested or not shown.

SMILES	DAGLB inhibitor	Tat transport	PfHsp90 set2	phage Ecoli inh	Wnt act	PvdQ acylase	E coli growth	AddAB inh	Rtt109 HAT inh	CAL PDZ FP
O=C(NCCNS(=O)(=O)c1cccc(C(F)(F)F)c1)c1cc(OCC(F)(F)F)ccc1OCC(F)(F)F	-3	-2	.	1.2	-14	8	-1.6	2.1	4	0.1
CCN(CC)CCNC(=O)Cc1c(C(=O)O)n(CC)c2ccccc12	0	1	-10	1.9	0	3	-1.1	-0.3	-3	-2.1
O=C(c1ccc2ccccc2c1)N1CCN(c2ccc([N+](=O)[O-])c(N3CCOCC3)c2)CC1	10	-11	-28	2.6	0	2	-2.6	0.5	13	-3.1
Cc1ccc(S(=O)(=O)NCC(=O)OCc2ccccc2)cc1	-1	0	.	0.8	2	-12	3.0	0.4	-17	-0.4
COc1cc(-c2csc(NC3CCCCC3)n2)cc(OC)c1OC	0	-13	-19	2.6	-1	-16	0.6	3.2	-1	-0.6
CCn1c(=O)c2cc(C(=O)N3CCN(C)CC3)sc2c2ccccc21	0	-3	-3	3.5	-1	-6	-1.1	-0.2	-6	-1.7
COc1cc(/C=C2/SC(=S)N(CC3CCCO3)C2=O)ccc1O (stereo not given)	-1	1	8	3.0	9	-8	-1.9	0.5	11	-4.1
Cc1ccc(S(=O)(=O)N2CCOCC2)cc1NC(=O)CSc1nc(N)cc(=O)[nH]1	1	4	5	-1.9	2	-6	0.3	0.1	1	-0.2
CCN1C(=O)[C@H]2[C@H]3CN=C(SCc4ccccc4)N3[C@@](CC)(C(=O)OC)[C@H]2C1=O	2	-6	-3	1.8	-2	-3	0.2	-1.5	-7	1.0
CC(=O)c1c(C)[nH]c(C(=O)NCc2ccccc2)c1C	0	-3	-4	2.4	.	-17	1.1	1.7	7	-0.4
C=CCNC(=O)C(C#N)c1nc2ccccc2nc1N1CCCCCC1 (stereo not given)	5	6	-6	2.1	.	5	2.2	2.4	-36	-0.9
CC(C)C(=O)Nc1c(-c2ccccc2Cl)c(=O)c2ccccc2n1C	-3	2	-23	1.7	1	-10	.	.	-10	0.1
O=C(Oc1cccnc1)c1ccc(Cl)cc1	-1	-2	-18	-0.3	.	-15	1.5	-1.3	1	0.0
COc1ccccc1CN1CCNC(=O)C1CC(=O)NC1CCCCCC1 (stereo not given)	3	3	3	3.4	2	-15	1.8	0.7	27	-0.4
Cc1nc2ccc(NC(=O)c3ccc(Cl)nc3)cc2s1	0	2	25	0.0	15	-21	1.5	1.4	2	0.2
CCOCC(=O)Nc1nc(-c2ccccc2)c(CC)s1	-2	5	21	1.6	.	-8	-1.1	1.2	-1	0.3
Cc1ccc(S(=O)(=O)N2CCCCC2)cc1NC(=O)CSc1nnc(N)s1	3	-3	11	2.5	-1	2	0.2	3.2	-4	3.1
O=C1/C(=C/c2ccccc2)SC(=S)N1C1CCS(=O)(=O)C1 (stereo not given)	-2	1	8	0.1	-4	-11	-1.6	0.8	3	-0.2
FC(F)(F)c1nnc2sc(-c3cccs3)nn12	-1	-4	.	2.3	-2	5	-1.5	1.8	8	-0.5
CN(C(=O)c1cccc(NC(=O)Cc2cccc(NC(=O)C3CCCN(C(=O)C4CCCC4)C3)c2)c1)C1CC1 (stereo not given)	0	-1	2	3.5	1	-5	.	.	-3	-0.2
O=C(NNC(=O)c1sccc1-n1cccc1)Nc1ccc(F)cc1	-2	2	-31	4.1	1	-5	2.4	1.2	-2	-0.6
FC(F)(F)c1ccc(Cl)c(-n2c(-c3cc(-c4ccco4)[nH]n3)n[nH]c2=S)c1	4	12	-7	-0.8	-2	-20	-0.5	3.5	-10	-2.0
COc1ccc(Nc2ncnc3c2oc2ccccc23)cc1	-3	-5	-1	0.4	.	-11	3.1	-1.0	0	-0.3
CC(/C=N/Nc1nc(C)cc(=O)[nH]1)=C\c1ccccc1	3	10	.	3.3	12	1	0.1	3.2	0	-2.3
NC(=S)N/N=C/c1ccccc1OCCSc1ccc(Cl)cc1	0	6	-29	5.1	-32	9	2.4	2.0	14	-1.9
CCOC(=O)C1CCN(C(=O)CSc2n[nH]c(=O)[nH]c2=O)CC1	1	3	-5	1.6	-2	0	1.6	3.7	4	0.3
O=C(O)c1cccc2c1-c1ccc(Cl)cc1C2	1	-3	.	2.5	-2	-2	.	.	1	-0.4
O=C(CSc1nnnn1-c1ccccc1F)NNC(=O)c1ccco1	-1	-5	6	3.2	-2	-6	0.1	1.4	-24	-2.6
C[C@H](NC(N)=O)C(=O)Nc1ccc2c(c1)OCO2	3	1	12	-2.2	-8	-14	-2.7	-1.8	-3	-0.7
COc1ccc(-c2cn3ccccc3n2)cc1	-4	-2	55	2.5	0	23	1.4	4.9	-1	-2.4
COc1ccc(OC)c(C2C(C(=O)c3ccco3)=C(O)C(=O)N2CC2CCCO2)c1 (stereo not given)	2	0	17	0.3	-3	-2	0.2	1.3	16	-0.1
COc1ccc(C)cc1NC(=O)CN(C)S(=O)(=O)c1ccc2c(c1)n(C)c(=O)c(=O)n2C	-1	-7	13	-0.5	1	-9	2.2	4.4	1	-1.4
Cc1cccc2cc(CN(Cc3ccco3)C(=O)NC3CCCCC3)c(=O)[nH]c12	-4	-3	8	2.0	.	3	-0.7	1.4	15	-2.3
COC(=O)c1ccc(N=NNc2cccc(Br)c2)cc1	-7	0	-4	5.0	15	-17	2.1	4.2	-2	-1.2
CC(C)c1nc(N2CCN(C(=O)c3ccccc3)CC2)c(C#N)c2c1COC(C)(C)C2	-5	1	68	0.5	-5	-11	0.0	-6.6	-8	-2.0
COc1ccc(CCNC(=O)c2cc([N+](=O)[O-])cc([N+](=O)[O-])c2)cc1OC	-5	-9	-15	1.8	0	-15	.	.	-14	-0.3
COCCCNC(=S)N1CCN(c2nc(-c3cccc(OC)c3)cs2)CC1	1	1	-11	0.0	-1	-16	2.0	2.1	1	-0.8
CCOC(=O)C1=C(C)N(C[C@@H]2CC[C@@H](Cc3ccc(-c4ccccc4)cc3)O2)C(=O)NC1c1cccc([N+](=O)[O-])c1 (stereo not given in full)	-5	-1	1	1.0	-2	20	-1.8	0.4	-1	-0.4
CCOc1ccc(C(=O)C(C)OC(=O)c2cnc(C)cn2)cc1 (stereo not given)	0	4	5	4.0	-4	-5	-2.2	0.0	0	-1.1
CC(C)n1nc(C(=O)OCC(=O)N(C)C2CCS(=O)(=O)C2)c2ccccc2c1=O (stereo not given)	-1	2	-29	0.6	-4	3	2.2	2.5	-2	-2.4
O=C(CN1C(=O)NC(Cc2ccccc2)C1=O)NC(=O)NC1CCCCC1 (stereo not given)	2	-4	.	3.8	-2	-14	1.8	1.2	4	-2.6
CC(C)(C)OC(=O)NCCCC[C@H](NC(=O)c1[nH]cnc1C(=O)Nc1ccc(CNC(=O)OC(C)(C)C)cc1)C(=O)OC(C)(C)C	.	.	.	1.3	-14	.	-2.6	3.4	.	.
CCOC(=O)CSCc1c(C#N)c2ccccc2n1C	-1	-3	-41	3.2	.	5	0.6	0.0	.	-1.8
O=C1CSC(c2ccccc2F)N1 (stereo not given)	3	-4	-49	0.4	-2	-13	-0.7	0.6	-8	-0.1
O=C(N/N=C/c1ccc(-c2ccc(Cl)c(C(=O)O)c2)o1)c1cc2c(ccc3ccccc32)o1	2	1	-29	2.8	-2	11	0.4	0.8	19	-3.7
COc1ccccc1CNC(=O)c1ccc2c(=O)n(CCCN3CCCC3=O)c(=S)[nH]c2c1	0	4	.	2.6	-1	2	-0.3	3.5	26	-5.1
COc1cccc(-n2c(SCC(=O)OC(C)C)nnc2-c2cccnc2)c1	0	-1	-8	2.6	-1	-16	1.1	3.2	-4	-1.9
CCOc1ccc(CCNC(=O)COC(=O)c2ccc(C)s2)cc1OCC	-2	-4	23	-1.1	-1	4	1.8	-0.6	11	-1.5
COc1ccc(CCN2C(=O)CC(Cc3ccc(C)cc3)C2=O)cc1OC (stereo not given)	2	-2	-14	2.5	-1	-5	-2.5	3.0	4	-1.5
CCO[C@H]1OC(C(=O)N2CCN(Cc3ccc4c(c3)OCO4)CC2)=C[C@@H](c2ccc(Br)cc2)[C@@H]1CCCO	-1	1	-20	0.4	-4	0	-1.1	2.7	0	-0.2
CCn1cc(S(=O)(=O)Nc2cc(F)ccc2C)cn1	-2	-27	24	1.8	0	9	-1.7	3.9	5	-2.8
Cc1nn(C)c(C)c1NS(=O)(=O)c1ccccc1	-1	-6	-23	2.1	-1	-11	2.4	2.1	12	.
O=C(COC(=O)C1=COCCO1)Nc1ncc(Cl)cc1Cl	1	2	.	2.9	-3	-16	0.3	-1.0	-6	-1.3
CC1(C)CN=C(NC2CCCCC2)S1	1	1	-11	0.9	.	-9	0.0	0.4	-10	-1.3
Cc1ncc([N+](=O)[O-])n1S(=O)(=O)c1ccc2c(c1)OCCO2	-1	-4	-11	3.1	2	8	.	.	-3	-0.6
CCCCNC(=O)C1(O)c2cc(Br)ccc2NC(=O)N1c1cccc(OC)c1 (stereo not given)	2	-5	-3	5.2	0	-9	4.8	4.7	-16	-1.4
NC(=O)c1ccc(Oc2ccc(-c3nnco3)cc2)c([N+](=O)[O-])c1	-1	6	2	0.7	1	14	-0.3	5.7	-98	-2.8
COc1cccc(CNC(=O)c2ccc(OCC(=O)N3CCOCC3)c(OC)c2)c1	-2	-1	-8	4.4	2	6	-0.1	1.9	45	-1.4
O=C(NC1CCCCC1)N1CCN(C2CCCCC2)CC1	-2	5	-27	.	0	-8	-1.0	2.1	-3	-2.3
CS(=O)(=O)N1CCc2cc(S(=O)(=O)Nc3ccc4c(c3)OCCO4)ccc21	-4	-4	-3	0.4	-1	-10	0.9	-0.6	-3	-0.7
(further entries)
SMILES	DAGLB inhibitor	Tat transport	PfHsp90 set2	phage Ecoli inh	Wnt act	PvdQ acylase	E coli growth	AddAB inh	Rtt109 HAT inh	CAL PDZ FP
CCOC(=O)CCSc1n[nH]c(=S)s1	-1	-3	-5	0.7	3	-5	-2.9	-0.1	-6	-0.3
COc1cccc(CNc2nc3ccccc3n2CCN2CCCCC2)c1	-2	-10	26	3.2	.	-7	1.5	2.4	1	-1.0
CCOc1ncccc1C(=O)N(C)CC(=O)Nc1ccc(C)cc1	0	3	-6	1.3	12	-4	-2.7	0.4	-10	-2.5
CCC(=O)Nc1ccc(S(=O)(=O)N2CCc3ccccc32)cc1	-1	13	-18	-0.8	-1	-14	0.3	2.5	0	0.3
CCCc1cc(=O)oc2cc(C)cc(OCC(=O)Nc3cccnc3)c12	1	-7	-17	-0.8	-2	-13	-3.0	0.8	3	-3.3
COc1ccc2oc(C(F)(F)C(F)F)cc(=O)c2c1	-4	-10	-24	2.7	.	-7	-0.9	3.0	-3	0.4
O=S(=O)(CCNCc1ccccc1)NC1CCCCC1	1	3	5	5.7	-1	-9	.	.	7	-0.5

Reformatted: entries from further up.
| SMILES | DAGLB inhibitor | Tat transport | PfHsp90 set2 | phage Ecoli inh | Wnt act | PvdQ acylase | E coli growth | AddAB inh | Rtt109 HAT inh | CAL PDZ FP |
| --- | --- | --- | --- | --- | --- | --- | --- | --- | --- | --- |
| CCC(=O)Nc1ccc(S(=O)(=O)N2CCc3ccccc32)cc1 | -1 | 13 | -18 | -0.8 | -1 | -14 | 0.3 | 2.5 | 0 | 0.3 |
| CCCc1cc(=O)oc2cc(C)cc(OCC(=O)Nc3cccnc3)c12 | 1 | -7 | -17 | -0.8 | -2 | -13 | -3.0 | 0.8 | 3 | -3.3 |
| COc1ccc2oc(C(F)(F)C(F)F)cc(=O)c2c1 | -4 | -10 | -24 | 2.7 | . | -7 | -0.9 | 3.0 | -3 | 0.4 |
| O=S(=O)(CCNCc1ccccc1)NC1CCCCC1 | 1 | 3 | 5 | 5.7 | -1 | -9 | . | . | 7 | -0.5 |

Source: PubChem
